Assay outcomes deposited in PubChem BioAssay by National Center for Advancing Translational Sciences (NCATS).
LMNA splice mod – LMNA splicing modulation; HeLa LMNA splicing GFP/RFP minigene ratio, 48 h; Potency, µM (series often up to 46.1 µM), for inactives: at the highest dose ratio change, negative = inhibition, hits mostly inhibitors; actives 0.01% (n = 200,000); AID 1487; active = well fitted inhibition curve with a large enough effect in the signal ratio, with a control signal flat, not every such curve was filed as active; inconclusive = small, poorly fitted or top-dose-only effect, or effect the other way, or a change in a side signal; the % refers to the signal ratio; also: potency is read from the fitted curve at half-maximal effect; % is scaled to controls: 0 for no effect and ±100 for the full control effect
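S3 HeLa stable clones carrying a lamin A-EGFP splicing minigene plus DsRed2 were seeded at 600 cells/well in Opti-MEM with 2% FBS, pin-dosed and incubated 48 h at 37°C. Acumen cytometry (488 nm) gave the GFP/RFP total-intensity ratio.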
CBFb RUNX1 block – blocks binding between human CBF-beta and RUNX1; Q01196+Q13951; 230,000 tested, under 10 active; AlphaScreen CBFb-His/RUNX1-biotin binding, biochemical; Potency, µM (titrated, usually from 59.8 µM), for the others: top-dose activity, negative = inhibition, most hits filed as inhibitors; also: % of control where 0% means no effect
Target sequence (Q01196 whole entry, looked up): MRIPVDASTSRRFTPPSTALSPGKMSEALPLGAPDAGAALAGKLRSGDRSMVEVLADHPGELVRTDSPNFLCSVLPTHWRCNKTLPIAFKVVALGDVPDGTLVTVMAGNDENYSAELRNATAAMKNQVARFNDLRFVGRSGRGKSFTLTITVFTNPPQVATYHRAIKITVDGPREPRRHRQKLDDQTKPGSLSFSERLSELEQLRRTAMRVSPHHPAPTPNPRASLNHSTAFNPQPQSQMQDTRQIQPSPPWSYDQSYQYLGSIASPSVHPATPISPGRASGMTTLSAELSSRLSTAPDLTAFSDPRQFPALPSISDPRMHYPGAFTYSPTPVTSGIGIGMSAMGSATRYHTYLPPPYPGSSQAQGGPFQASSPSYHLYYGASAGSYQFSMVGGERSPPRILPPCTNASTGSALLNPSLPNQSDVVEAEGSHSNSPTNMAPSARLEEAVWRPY
Target sequence (Q13951 whole entry, looked up): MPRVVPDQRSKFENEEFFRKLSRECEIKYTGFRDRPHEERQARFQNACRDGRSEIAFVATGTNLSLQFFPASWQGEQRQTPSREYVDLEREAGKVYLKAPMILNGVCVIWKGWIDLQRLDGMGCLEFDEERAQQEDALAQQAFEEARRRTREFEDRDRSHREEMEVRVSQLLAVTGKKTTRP
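Bead-based AlphaScreen assay; binding partners His-tagged CBF-beta and biotinylated RUNX1 at 30 nM each. Compound exposure 15 min after a 20-min protein preincubation; bead step 90 min; all steps at room temperature.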
SMN2 splice up – increases expression of the SMN2 splice variant | HEK293 SMN2-luciferase splicing reporter, luminescence, 30-36 h | Potency, µM (top dose mostly 46.1 µM), for inactives: at the highest dose activity change, positive = activation, actives largely listed as activators | actives 2.8% (n = 210,000); also: potency is read from the fitted curve at half-maximal effect; % of control where 0% means no effect; nearly all actives have a fitted effect of over 55% in size
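HEK293 cells carry an SMN2 […]–luciferase reporter in which exon 7 inclusion puts luciferase in frame. Cells were plated 10-12 h before compound addition, then incubated 30-36 h at 37C. ONE-Glo luminescence was read; sodium butyrate at 4.5 mM final served as control.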
KinaseGlo FLuc – Kinase-Glo luciferase inhibition (counter-screen). Kinase-Glo luciferase, ATP luminescence, 8 min. AID 1379. actives 0.28% (n = 200,000). Potency, µM (doses to about 38.3 µM), without a hit: at the highest dose activity change, negative = inhibition, hits mostly inhibitors. Q27757; also: potency is read from the fitted curve at half-maximal effect; % is scaled to controls: 0 for no effect and ±100 for the full control effect; nearly all actives have a fitted effect of over 60% in size
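Compounds were added to a substrate mix at pH 7.2 (50 mM imidazole, 10 uM ATP, within the enzyme's linear range), followed by Kinase-Glo detection reagent; luminescence was measured after 8 minutes at ambient temperature.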
HTT cytoprotect – cytoprotection in Huntington HTT-Q103 PC12 cell model. PC12 HTT-Q103 induced, cytoprotection, ATP luminescence, 40 h. Potency, µM (top dose mostly 56.4 µM), for the others: cytoprotection (ATP increase), actives largely listed as activators. actives 0.14% (n = 230,000);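 also: potency is read from the fitted curve at half-maximal effect; % of control where 0% means no effect; nearly all actives have a fitted effect of over 45% in size; toxic huntingtin expression switched on by the ecdysone agonist tebufenozide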
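Cells were plated at 1500 per well in phenol red-free DMEM with 5% equine and 5% calf serum. Tebufenozide (100 nM final) and compounds were added, then ATPlite reagent, and luminescence was read.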
IMPase Li inh – cell-permeable IMPase inhibitors with lithium potentiation; actives 0.35% (n = 210,000); AID 1457; CHO-M1 cells, IP1 TR-FRET (IP-One), carbachol + lithium; Potency, µM (doses to about 59.4 µM), inactives show at the highest dose activity, negative = IMPase inhibition, hits mostly inhibitors;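 also: IP1 builds up when IMPase is blocked and the TR-FRET signal falls; potency is read from the fitted curve at half-maximal effect; plate controls were basal vehicle for no effect and high inhibitor control for full effect; nearly all actives have a fitted effect of over 50% in size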
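IP1 accumulation measured by competitive TR-FRET in lysed CHO-M1 cells after 30 min compound exposure at 37C, with a small lithium addition to potentiate weak responses. Hill-equation AC50 from ratio and donor-channel data.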
HttQ103 aggreg – mutant huntingtin aggregation inhibition; Potency, µM (highest dose often 46.1 µM), for the others: top-dose activity change, negative = inhibition, usual class: inhibitors; actives 1.1% (n = 220,000); PC12 HttQ103-GFP aggregates, Acumen cytometry, 40 h; AID 1688; also: potency is read from the fitted curve at half-maximal effect; % is scaled to controls: 0 for no effect and ±100 for the full control effect; nearly all actives have a fitted effect of over 60% in size
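Aggregate formation scored by laser-scanning cytometer (488 excitation, 500–530 emission) in lysed PC12 cells expressing Q103-GFP after 100 nM tebufenozide induction; library tested in dose series, with ATPLite reagent added in the multiplex.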
* marks the source's active call; other numbers are inactive results; ? = inconclusive; . = no result given; [ ] = dose if it differs, or a comment. Unless noted, calls follow the shape of the dose curve; as a rule, active = well fitted curve in the direction sought with a large enough effect; inconclusive = small, poorly fitted or top-dose-only effect, or another doubt; inactive = no such curve, though single readings can be large; an effect the other way counts as inactive or inconclusive.

SMILES	LMNA splice mod	CBFb RUNX1 block	SMN2 splice up	KinaseGlo FLuc	HTT cytoprotect	IMPase Li inh	HttQ103 aggreg
CN=C1c2c(-c3ccccc3)c3cc(OC)ccc3n2CCN1C	-16%	3%	-3%	-1%	-41%[inhibitor]	-18%[38.3 µM]	21%
CC(C(=O)NN=C(c1ccccc1)c1ccccc1)N1CCOCC1 (centres undefined)	.	1%	-7%	-1%	-153%[inhibitor]	7%	7%[9.22 µM]
O=C1CCC(/C=C/c2ccccc2)=NN1Cc1ccccc1Cl	-24%	7%	-2%	-4%	1%	16%[38.3 µM]	-9%
COC(=O)c1c(SCc2ccc(C#N)cc2)nc(=O)[nH]c1C	.	2%	-9%	1%	-19%	3%	20%
CC(=O)Nc1ccc(-c2nc3ccc(Cl)cc3[nH]2)cc1	.	?	.	-8%	-16%[1.9 µM]	0%	.
Cc1cc(=O)oc2cc(OCC3CC(c4ccc(Br)cc4)=NO3)ccc12 (centres undefined)	2%	2%	-12%	0%	-6%	8%[38.3 µM]	1%
Cc1cnc(NC(=O)CC2CCCC2)s1	.	6%	18µM*	-1%	-17%[10 µM]	-2%	5%
CCCCNC(=O)c1cc(C)no1	.	11%	5%	2%	4%	-1%	-4%
Cc1cc(NC(=O)c2cncc(Br)c2)n(-c2ccccn2)n1	3%	3%	-10%	2%	-11%	23%[38.3 µM]	-17%[9.22 µM]
COc1ccc(Cl)cc1NC(=O)C12CCC(C)(C(=O)O1)C2(C)C (centres undefined)	-3%	-2%	-12%	2%	-10%	0%[38.3 µM]	8%
CCOC(=O)C1(Cc2cccc(OC)c2)CCN(C2CCOCC2)CC1	13%[46 µM]	-23%	.	-4%	-32%[10 µM]	12%	11%[9.22 µM]
CN(Cc1ccccc1)S(=O)(=O)c1ccc(NS(C)(=O)=O)cc1	-13%	-2%	-1%	6%	13%	30%[38.3 µM]	-24%
CCC(C)NS(=O)(=O)c1ccc(S(=O)(=O)N(CC(=O)Nc2ccccc2)CC2CCCO2)cc1 (centres undefined)	-16%	1%	-10%	19%	8%	19%[38.3 µM]	2%
CCCOc1ccc(N2C(=O)CC(SCCN)C2=O)cc1 (centres undefined)	20%	8%	13µM*	-8%	-7%[1.9 µM]	14%[38.3 µM]	0%
O=C1Nc2ccccc2[C@]1(O)Cc1ccccn1	.	.	-15%[9.22 µM]	-3%[7.66 µM]	-9%[10 µM]	-5%	.
Cc1ccc(Cn2nnc(C(=O)Nc3cc(C)ccc3C)c2N)cc1	-11%	11%	-23%	-2%	-9%[10 µM]	3%	0%
Cc1ccc2nc(C)cc(C(=O)OCC(=O)Nc3cccnc3Cl)c2c1	.	-13%	7%	-2%	-27%	15%	-5%
COc1ccccc1NC(=O)CSc1nc(O)c(Cc2ccccc2)c(=O)[nH]1	16%	8%	16%	-1%	12%	14%[38.3 µM]	8%
CCOC(=O)c1c(NC(=O)c2cccnc2)sc(C(C)=O)c1C	-7%	-1%	7%	3%	8%[10 µM]	9%	-13%
O=C(Cn1cnc2ccccc2c1=O)Nc1ccccc1N1CCOCC1	.	-8%	12%	-1%	-41%[inhibitor]	0%	16%
COc1ccc(NC(=O)CSc2nnc(C3CC3)n2-c2ccccc2)cc1	-9%	1%	7%	-2%	4%	-11%[38.3 µM]	16%
Cc1cc(NC(=O)c2cc(-c3cccs3)on2)nn1Cc1ccc(Cl)cc1	?	7%	-46%[inhibitor]	2%	-25%	-12%[38.3 µM]	-2%
COc1ccc(-c2cc(C(=O)Nc3sc4c(c3C#N)CCCC4)c3ccccc3n2)cc1OC	-6%	2%	-12%	-2%	-18%	-3%[38.3 µM]	2%
CCOC(=O)CN1N=C(c2ccc(Cl)s2)CSC1=O	-5%	-28%	?	-1%	-12%[10 µM]	1%	-18%

Structures shown so far that contain an aryl thioether with sulfur outside any ring (three):
SMILES	LMNA splice mod	CBFb RUNX1 block	SMN2 splice up	KinaseGlo FLuc	HTT cytoprotect	IMPase Li inh	HttQ103 aggreg
COC(=O)c1c(SCc2ccc(C#N)cc2)nc(=O)[nH]c1C	.	2%	-9%	1%	-19%	3%	20%
COc1ccccc1NC(=O)CSc1nc(O)c(Cc2ccccc2)c(=O)[nH]1	16%	8%	16%	-1%	12%	14%[38.3 µM]	8%
COc1ccc(NC(=O)CSc2nnc(C3CC3)n2-c2ccccc2)cc1	-9%	1%	7%	-2%	4%	-11%[38.3 µM]	16%

(more compounds)
SMILES	LMNA splice mod	CBFb RUNX1 block	SMN2 splice up	KinaseGlo FLuc	HTT cytoprotect	IMPase Li inh	HttQ103 aggreg
COc1ccccc1NS(=O)(=O)c1cc(C(=O)NCc2ccco2)ccc1C	13%	0%	-19%	3%	-16%	20%[38.3 µM]	-7%
CCc1nn(-c2cc(Oc3cccc4ccccc34)nc(-c3ccccc3)n2)c(N)c1C#N	-5%	8%	-27%	0%	-50%[inhibitor][10 µM]	-12%[38.3 µM]	-9%
O=C(Nc1ccnc(=O)[nH]1)c1sc2ccccc2c1Cl	.	15%	.	.	-4%[10 µM]	.	5%[9.22 µM]
COc1ccc(CN(C(=O)c2oc3ccccc3c2C)C2CCS(=O)(=O)C2)cc1OC (centres undefined)	-12%	5%	11µM*	0%	-11%[0.074 µM]	31%[activator][38.3 µM]	0%
CCCC(Cl)CCCC(Cl)CCC(Cl)CCC(Cl)CCC(Cl)CCCC(Cl)CCC (centres undefined)	.	15%[21.7 µM]	-3%	.	10%	-11%	.
OCCCNC(c1ccccc1)c1ccc(O)cc1 (centres undefined)	?	6%	-18%	-1%	0%[1.9 µM]	4%	14%
COc1ccc(-n2c(Cc3cccs3)nnc2SCC(=O)Nc2ccc3c(c2)OCCO3)cc1	12%	-12%	-20%	11%	-15%[0.074 µM]	0%[38.3 µM]	7%
Cc1ccsc1C(=O)OCC(=O)N1CCc2ccccc2C1	?	15%	25µM*	1%	-8%	7%	5%
CC(C)(C)c1ccc(C(=O)N/C(=C\c2cccs2)C(=O)NCc2ccco2)cc1	-3%	-6%	.	.	-12%	.	5%
Cn1cc(CCNCc2cn[nH]c2-c2ccc(-c3ccccc3)cc2)cn1	.	-4%	.	.	-5%[10 µM]	.	-14%[9.22 µM]
CCCCC(=O)NNC(=S)NC(=O)c1ccc(C)cc1	?	-2%	-26%	2%	-4%[10 µM]	8%	-12%[9.22 µM]
CC(=O)Nc1ccc(Nc2ncnc3c2cnn3-c2ccccc2)cc1	-19%	-3%	-12%	-1%	-1%	?	-23%
Cc1ccc(C)c(N2CC(O)(c3cccs3)[N+]3=C2CCCC3)c1 (centres undefined)	.	-5%	-17%	0%	.	12%	?
Cc1c(C(=O)c2cccc([N+](=O)[O-])c2)c2ccccn2c1CCC#N	14%	-13%	-20%	-1%	.	3%	23%
COC(=O)c1c(C(=O)OC)c(-c2cccc(C)c2)n2c1CS(=O)C2 (centres undefined)	.	9%	19%	2%	-3%	1%	-17%
O=C(Nc1ccccc1-c1ccccc1)NC1CCN(C(=O)N2CCOCC2)CC1	-3%	-1%	-16%	1%	-29%[10 µM]	-1%	11%
Cc1ccc(S(=O)(=O)c2cc3c(=O)n4ccccc4nc3n(CC3CCCO3)c2=N)cc1C (centres undefined)	0%	-3%	11%	1%	5%[10 µM]	-7%	-11%
COc1ccc(Cl)cc1NC(=O)/C=C\C(=O)O	3%	-4%	-4%	-2%	10%	6%[38.3 µM]	-5%
O=C(CCc1ccccn1)N1CCCC(CNS(=O)(=O)c2cccs2)C1 (centres undefined)	4%[46 µM]	4%	.	-1%	17%[10 µM]	14%	-2%[9.22 µM]
COc1ccc(S(=O)(=O)N2CCCCC2)cc1NC(=O)c1ccc2ccccc2n1	-11%	10%	1%	-4%	3%[10 µM]	0%	-14%
CCOC(=O)C1(Cc2cccc(OC)c2)CCN(Cc2cccc3c2OCO3)CC1	.	5%	.	1%	-30%	14%	?
Clc1ccc(N2CCN(/N=C/c3ccncc3)CC2)cc1	.	-2%	.	.	41%[10 µM]	.	16%[9.22 µM]
CC(C)c1c(O)nc(SCCN2CCOCC2)[nH]c1=O	14%	-7%	3%	1%	-21%	-12%[38.3 µM]	5%
CCOCCCNC(=S)N1CCN(CC)CC1	-6%[46 µM]	1%	8%	1%	.	-3%	.
NC(=O)c1ccc(NC(=O)COC(=O)CC(NC(=O)c2ccccc2Cl)c2ccccc2)cc1 (centres undefined)	-7%	-3%	-2%	0%	-8%[10 µM]	6%	-2%
COc1ccccc1OCC(=O)NNc1c2ccccc2nc2ccccc12	.	5%	.	.	-31%[10 µM]	.	-11%[9.22 µM]
COc1cccc(NC(=S)N(Cc2ccco2)C(C)c2ccco2)c1 (centres undefined)	0%	-5%	-6%	1%	12%[10 µM]	-1%	-5%
Nc1nonc1-n1nnc(C(=O)N/N=C/c2ccc(OCc3ccccc3)cc2)c1COc1ccc(F)cc1	.	7%	.	.	-2%[10 µM]	.	-29%[9.22 µM]
CCOC(=O)C(NC(=O)CC)(Nc1sc2c(c1C(=O)OC)CCN(C)C2)C(F)(F)F (centres undefined)	10%	-1%	3%	-5%	7%	-1%[38.3 µM]	-3%
CCOc1ccc(N2CC(O)(c3cccs3)[N+]3=C2CCCC3)cc1 (centres undefined)	.	5%	1%	0%	26%	12%	-29%
O=C(Cc1cccs1)N1CCN(S(=O)(=O)c2ccc(F)cc2)CC1	.	-1%	2%	-2%	25%	-11%	-11%
O=C(O)CSc1nnc(-c2cc3ccccc3o2)n1-c1ccccc1	18%	8%	4%	1%	1%[10 µM]	-4%[38.3 µM]	11%
Cc1sc2ncn(CC(=O)NCCc3ccccc3)c(=O)c2c1C	3%	-19%	7%	-3%	-5%	23%[38.3 µM]	9%
COc1ccc(NC(=O)N2CCCC3(CCN(S(=O)(=O)c4ccccc4)CC3)C2)cc1	.	.	-7%	-2%	-1%	16%	.
CCCCCC(=O)N1CCN(CCN=CC2=C(O)CC(c3ccc(OC)cc3)CC2=O)CC1 (centres undefined)	3%	7%	14%	-2%	-8%	3%[38.3 µM]	-13%
Cc1nnc(NC(=O)C2(c3ccccc3)CCOCC2)s1	4%	1%	0%	14%	-6%	-12%[38.3 µM]	10%
COC(=O)C1=C(C)NC(=O)NC1c1ccco1 (centres undefined)	-8%[46 µM]	3%	4%	1%	-43%[10 µM]	-1%	-43%[9.22 µM]
